Bioassay records as filed in PubChem BioAssay.
SENP8 block-1: human SENP8 protease inhibitors, primary screen, biochemical, fluorescence, Nedd8 protein substrate, uHTS. Sentrin-specific protease 8 (Homo sapiens), Q96LD8. recombinant SENP8. inhibition, % at 20 µM. hit rate 0.64% among 360,000. AID 602440, 2012; in the data active means inhibition mostly above about 40%, no sharp cut-off; inactive means mostly below about 27%
SENP7 block: SENP7 protease inhibitors, primary screen, biochemical, luminescence, uHTS. Sentrin-specific protease 7 (Homo sapiens), Q9BQF6. recombinant SENP7, Z-RLRGG-aminoluciferin luminescence, 40 min. inhibition, % at 5 µM. hit rate 1.5% among 330,000. AID 434973, 2010;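 active means inhibition above about 50% at the single test dose, limit read from the data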;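 further: plate controls were DMSO with enzyme for no effect and no enzyme buffer wells for full effect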
Target sequence (Q9BQF6 706-1050 limits assumed): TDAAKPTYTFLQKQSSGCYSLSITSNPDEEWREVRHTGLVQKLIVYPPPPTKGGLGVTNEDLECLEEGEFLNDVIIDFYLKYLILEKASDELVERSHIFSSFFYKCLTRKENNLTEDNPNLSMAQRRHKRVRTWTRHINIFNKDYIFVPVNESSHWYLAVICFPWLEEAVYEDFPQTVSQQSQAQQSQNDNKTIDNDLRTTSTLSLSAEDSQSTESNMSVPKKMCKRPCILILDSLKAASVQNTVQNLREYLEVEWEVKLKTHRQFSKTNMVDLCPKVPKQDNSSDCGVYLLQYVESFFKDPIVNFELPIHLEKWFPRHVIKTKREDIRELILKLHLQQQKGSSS
SENP8 block-2: SENP8 protease inhibitors, primary screen, biochemical, luminescence. Sentrin-specific protease 8 (Homo sapiens), Q96LD8. purified SENP8, Z-RLRGG-aminoluciferin cleavage. inhibition, % at 10 µM. hit rate 1.2% among 330,000. AID 2540, 2010; in the data active means inhibition above about 50%
SENP1 inh: human SENP1 catalytic domain inhibitors, primary screen, biochemical, FRET, uHTS. AID 624204, 2012. Sentrin-specific protease 1 (Homo sapiens), Q9P0U3. inhibition, % at 10 µM. recombinant SENP1 catalytic domain, CyPet-SUMO1-YPet FRET cleavage. hit rate 0.21% among 360,000;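 active means inhibition at least 30% at 10 µM, raw YFP signal under a set limit, fluorescence ratio 0.5 to 1.5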;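 further: 0% = enzyme with DMSO and 100% = no enzyme wells; some results filed as inactive read as strong as hits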
Target sequence (Q9P0U3 419-644 limits assumed): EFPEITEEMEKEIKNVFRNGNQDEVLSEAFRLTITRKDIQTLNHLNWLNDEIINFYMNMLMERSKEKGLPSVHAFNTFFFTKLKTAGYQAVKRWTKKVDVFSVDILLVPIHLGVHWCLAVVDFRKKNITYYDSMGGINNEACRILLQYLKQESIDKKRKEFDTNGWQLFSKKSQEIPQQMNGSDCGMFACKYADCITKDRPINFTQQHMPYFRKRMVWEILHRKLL
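Test system: hSENP1 catalytic domain, recombinant; Amount: 20 pM final SENP1 enzyme; Medium: Tris pH 8 buffer plus EDTA, NaCl, BME, BSA, NP40, catalase; Schedule: 50 min enzyme reaction, room temperature, light-protected; Technique: FRET fluorescence in CFP and YFP emission channels; Controls: no-enzyme wells low, DMSO-plus-enzyme wells high control.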
PfG6PD inh: PfG6PD enzyme inhibitors, primary screen, biochemical, fluorescence intensity, uHTS | glucose-6-phosphate dehydrogenase-6-phosphogluconolactonase (Plasmodium falciparum 3D7) | PfGluPho enzyme, NADPH resazurin-diaphorase fluorescence | inhibition, % at 20 µM | hit rate 0.78% among 350,000 | AID 504690, 2011;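 active means inhibition reaching at least a set limit at 20 µM in the primary screen, cut at about 59% in these data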;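 further: 0% = DMSO wells with substrate and 100% = DMSO wells lacking glucose-6-phosphate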
Apaf-1 inh: inhibitors of human Apaf-1 apoptosome, primary screen, biochemical, DEVD-Rh110 fluorescence, uHTS; Apoptotic protease-activating factor 1 (Homo sapiens), O14727; reconstituted apoptosome caspase-3 activity; inhibition, % at 20 µM; hit rate 0.71% among 330,000; active means inhibition of at least 40% at 20 µM;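 further: plate controls were DMSO wells for no effect and DEVD-CHO caspase inhibitor wells for full effect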
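Material: reconstituted apoptosome with Apaf-1, cytochrome c, caspase-9, procaspase-3, dATP / Buffer or medium: pH 7.5 Hepes buffer with CHAPS, BSA, DTT / Also added: cytochrome c with DEVD-Rh110 / Schedule: compound with Apaf-1, dATP, procaspase-3 30 min, then 50 min reaction, room temperature / Technique: rhodamine 110 fluorescence at Ex 480/Em 540 nm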
SENP6 inh: SENP6 protease inhibitors, primary screen, biochemical, luminescence, uHTS. AID 2599, 2010. Sentrin-specific protease 6 (Homo sapiens), Q9GZR1. inhibition, % at 10 µM. Recombinant SENP6 catalytic domain, aminoluciferin luminescence. hit rate 1.8% among 330,000;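 active means inhibition above about 50% at the single tested dose, limit read from the data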;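 further: plate controls were DMSO wells with enzyme for no effect and DMSO wells lacking enzyme for full effect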
Target sequence (Q9GZR1 628-1112 limits assumed): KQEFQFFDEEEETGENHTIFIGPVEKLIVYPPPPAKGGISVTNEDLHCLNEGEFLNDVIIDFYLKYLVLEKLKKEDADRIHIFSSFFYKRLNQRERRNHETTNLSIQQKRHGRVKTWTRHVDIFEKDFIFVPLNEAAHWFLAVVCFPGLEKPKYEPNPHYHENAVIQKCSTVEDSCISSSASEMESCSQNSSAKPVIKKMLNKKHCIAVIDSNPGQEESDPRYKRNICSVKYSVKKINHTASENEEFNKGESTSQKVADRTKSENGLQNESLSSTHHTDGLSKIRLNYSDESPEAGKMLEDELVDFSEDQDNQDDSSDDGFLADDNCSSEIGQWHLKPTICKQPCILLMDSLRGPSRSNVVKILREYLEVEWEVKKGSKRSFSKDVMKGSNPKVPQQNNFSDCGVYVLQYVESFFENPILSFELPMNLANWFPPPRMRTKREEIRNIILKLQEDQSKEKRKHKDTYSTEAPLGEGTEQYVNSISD
HKDC1 inhibitor: HKDC1 hexokinase inhibitors, primary screen, biochemical, fluorescence, uHTS; Q2TB90; AID 493160, 2011; hit rate 0.16% among 340,000; inhibition, % at 20 µM; recombinant HKDC1, G6PDH/diaphorase resazurin coupled fluorescence;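 active means inhibition above about 35% when tested at 20 µM, limit read from the data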;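 further: plate controls were DMSO wells with enzyme for no effect and DMSO wells lacking enzyme for full effect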
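Test system: recombinant HKDC1 (HK5) hexokinase enzyme, produced in-house; Amount: enzyme 5 µg/mL final; Buffer or medium: Tris pH 8.0 buffer with MgCl2, Tween-20, BSA, BME; Reagent: glucose and ATP substrates; Doses: 20 µM test compound, 1% DMSO; Incubation: 90 min reaction incubation at room temperature, dark; Detection: resorufin fluorescence at 613 nm.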
* marks the source's active call; other numbers are inactive results; . = no result given.

SMILES | SENP8 block-1 | SENP7 block | SENP8 block-2 | SENP1 inh | PfG6PD inh | Apaf-1 inh | SENP6 inh | HKDC1 inhibitor
CS(=O)(=O)N(CC(=O)NC1CCCC1)c1cccc(F)c1 | -15.8 | 37.1 | -4.0 | 1.0 | -14.8 | -4.1 | -7.9 | -7.8
C[C@@H]1CCCCCCCCCCC1=O | 24.7 | . | . | 0.7 | -21.9 | . | . | -0.3
O=C1C2C3C=CC(CNS(=O)(=O)c4ccccc4[N+](=O)[O-])(O3)C2C(=O)N1c1ccccc1 (stereo not drawn) | 13.4 | 5.1 | 4.5 | 2.0 | -4.5 | -1.1 | 1.2 | -9.1
C[C@H](CO)N1C[C@H](C)[C@@H](CN(C)C(=O)Nc2ccc(C(F)(F)F)cc2)Oc2c(NC(=O)C3CCCCC3)cccc2C1=O | 6.5 | -1.2 | -0.8 | 0.2 | 29.4 | 9.8 | 7.5 | -0.6
COc1ccccc1CSc1ncc(-c2ccc([N+](=O)[O-])cc2)[nH]1 | -2.7 | -7.5 | -7.8 | -25.7 | 21.2 | -3.7 | -3.8 | 1.4
CC(C)OC(=O)NCCOC(=O)Nc1ccccc1Cl | -7.6 | -3.9 | -10.1 | 1.4 | 9.6 | -2.2 | -29.5 | -7.3
COc1cc2c(=O)n(CCCC(=O)NCC3CCCO3)c(=O)n(CC(=O)c3ccc(F)cc3)c2cc1OC (stereo not drawn) | 15.3 | 4.3 | 0.2 | -0.4 | 3.4 | -8.7 | -10.2 | 1.2
O=C1C2C3c4ccccc4C(c4ccccc43)C2C(=O)N1CN1CCOCC1 (stereo not drawn) | 4.5 | 2.6 | -1.2 | 1.1 | -0.8 | -7.0 | 4.3 | 17.5
CC(=O)Nc1ccc(S(=O)(=O)NC2(C(F)(F)F)C(=O)Nc3c2c(=O)[nH]c(=O)n3Cc2ccccc2)cc1 (stereo not drawn) | 18.1 | -2.4 | -9.1 | -3.0 | -12.1 | 2.3 | -23.3 | -10.8
COc1ccc(CNc2ncnc3sccc23)cc1 | -16.2 | 11.5 | -3.7 | -46.0 | 3.1 | 3.2 | -7.3 | -1.2
Cc1cccc(NS(=O)(=O)c2cccc3nsnc23)c1 | 25.7 | 5.6 | 4.1 | 4.4 | -10.7 | 4.8 | 1.3 | 9.1
O=S(=O)(c1ccccc1)c1cnc(-c2ccccc2)nc1N1CCCCC1 | 14.7 | -2.6 | -2.8 | 1.8 | 9.3 | 9.7 | -23.3 | -1.7
COc1ccc(CNS(=O)(=O)c2cc(-c3cc(C)no3)ccc2C(C)C)cc1 | 7.9 | -2.3 | 2.8 | 0.2 | 0.3 | 19.1 | 13.9 | 2.9
CCOc1ccc(NC(=O)CN2CCc3cc4c(cc3C2)OCCCO4)cc1OCC | 12.1 | 1.9 | 5.2 | -0.1 | -6.4 | 12.8 | -13.2 | 1.3
COc1ccc(N2CCN(C(c3cccs3)c3nnnn3C3CCCC3)CC2)cc1 (stereo not drawn) | 6.2 | -6.9 | -7.9 | -0.9 | 1.4 | -8.0 | -15.0 | -3.1
CC(=O)c1c(C)[nH]c(C(=O)N2CCc3ccccc32)c1C | -20.9 | 1.3 | 3.6 | -0.2 | 15.5 | -5.3 | -7.7 | 0.1
C=CC(=O)N1CCCC(Nc2nc(Nc3ccc(N(C)C(=O)CC)cc3C)nc3nc[nH]c23)C1 (stereo not drawn) | -18.1 | -5.5 | 0.9 | -1.2 | 20.5 | 15.5 | -15.9 | -1.6
Cc1ccc(C(=O)c2cc([N+](=O)[O-])ccc2N2CC(C)OC(C)C2)cc1 (stereo not drawn) | 22.9 | 6.2 | -0.6 | -9.0 | 9.6 | 8.4 | -18.9 | -4.0
CCCNC(=S)N1CCC(NC(=O)c2ccc(OC)cc2)CC1 | 10.7 | -0.8 | 13.0 | -1.0 | -18.9 | -7.0 | 14.8 | 0.1
Nc1nc(-c2ccco2)nn1C(=O)c1ccc(Cl)cc1 | 28.8 | 0.3 | -6.5 | 3.9 | -16.3 | 7.3 | -45.1 | 5.6
Cc1ccc(C)c2c1sc(=NC(=O)CN1C(=O)CCC1=O)n2C | -5.0 | 4.5 | 5.5 | -3.3 | 7.0 | 8.0 | 5.0 | -7.1
CCN(CC)c1ccc(C(=O)OCC(=O)N(C(C)C)C(C)C)cc1 | -1.2 | -6.5 | -8.3 | 0.7 | 9.8 | 3.2 | 7.3 | -14.6
O=C(COc1ccc(Br)cc1F)Nc1nnc(C2CC2)s1 | 9.7 | 7.4 | 3.1 | -2.2 | -11.6 | -8.9 | 2.0 | 2.7
O=C(Oc1ccc2ccccc2c1)c1ccccc1 | 4.7 | -3.5 | 70.8* | 0.2 | 1.8 | -1.0 | 83.4* | 15.3
O=C(CC(Nc1ccc(Cl)cc1)C(=O)O)c1ccccc1 (stereo not drawn) | -107.7 | 81.2* | 76.9* | -25.7 | 17.3 | -2.3 | 92.1* | 1.1

Following part.
SMILES | SENP8 block-1 | SENP7 block | SENP8 block-2 | SENP1 inh | PfG6PD inh | Apaf-1 inh | SENP6 inh | HKDC1 inhibitor
COc1ccc(-n2c(SCC(=O)Nc3ccccc3C)nc(O)c(Cc3ccccc3)c2=O)cc1 | 7.0 | 1.8 | 4.7 | -1.7 | -8.3 | -3.6 | 5.4 | -5.3
O=C(Cc1ccccc1)NC1CCSc2ccccc21 (stereo not drawn) | 0.1 | -6.7 | -5.6 | -1.5 | -7.9 | -8.9 | -1.7 | -1.9
Cc1cc(SCC(=O)OC/C(O)=C(\C#N)c2nc3ccccc3[nH]2)c(C)cc1Br | -35.4 | 11.8 | 14.1 | -45.4 | -10.5 | -10.6 | 6.5 | -0.2
CC(=O)Nc1ccc(NC(=O)c2cc(-c3ccc(C)c(C)c3O)n[nH]2)cc1 | 1.9 | -9.8 | -10.9 | 0.4 | -6.6 | 4.2 | -13.8 | -6.4
COc1ccccc1N(CC(=O)NC(C)(C)C)C(=O)C1CSC(=O)C1 (stereo not drawn) | 37.7 | 0.7 | -4.1 | 1.3 | 8.8 | -4.2 | -4.8 | -4.9
O=C(c1ccc(-n2cccn2)cc1)N1CCN(c2ncccc2C(F)(F)F)CC1 | 5.9 | 2.7 | -6.7 | -0.7 | -0.7 | 1.2 | -8.6 | 4.3
CC(=O)Nc1ccc(NC(=O)C(C)OC(=O)C2CCCCC2)cc1 (stereo not drawn) | 10.7 | -1.8 | 1.2 | 0.1 | 2.0 | -7.7 | 2.0 | -9.0
CCOC(=O)[C@@H]1[C@H]2COc3ccc(Br)cc3[C@@H]2N2C(=O)N(c3ccccc3)C(=O)[C@@]12C | 13.1 | -2.4 | -4.2 | -0.1 | -9.0 | 13.4 | -7.5 | 2.0
CC1Cc2ccccc2N1C(=O)Cn1nc(C(=O)O)c2ccccc2c1=O (stereo not drawn) | 21.2 | -3.8 | -7.3 | 0.1 | -16.8 | 19.3 | -15.3 | -5.8
Cc1c(NC(=O)C2(c3ccccc3)CCCC2)c(=O)n(-c2ccccc2)n1C | 22.0 | -6.4 | -6.7 | 4.1 | -7.7 | 4.1 | 18.6 | -4.9
CC(C)[C@H](NS(=O)(=O)c1ccccc1)C(=O)OCC(=O)Nc1cccc(S(N)(=O)=O)c1 | 7.2 | 3.6 | 3.1 | 1.7 | 18.1 | -1.5 | 2.0 | -4.0
O=C(NC1CCCC1)c1ccc(COc2ccccc2Br)o1 | 1.0 | 3.9 | 3.2 | -1.0 | -4.5 | 14.6 | -11.6 | -0.9
FC(F)(F)c1cc(-c2ccccc2)nc(NCC2CCCO2)n1 (stereo not drawn) | -271.0 | -2.9 | -2.7 | -1.2 | 0.2 | 17.9 | 4.1 | 5.0
COc1ccc(Cl)c(Cn2c(NCCCN(C)C)nc3c2c(=O)n(C)c(=O)n3C)c1 | 17.1 | 7.7 | -10.9 | 0.4 | 4.9 | 7.2 | -23.4 | -0.9
O=C(NCCCc1ccccc1)c1ccncc1 | 4.1 | 4.1 | 0.5 | 1.9 | -1.8 | 9.5 | -12.7 | -2.3
COc1ccc(C(=O)NC(CC(C)C)C(=O)O)cc1 (stereo not drawn) | 15.4 | 8.2 | -3.9 | -0.9 | 13.7 | -0.6 | 4.0 | -6.6
COc1ccc(/C=C/C(=O)NCc2ccccn2)cc1OC | -167.2 | 6.8 | -1.0 | -0.9 | 1.0 | -1.0 | -4.0 | -8.4
COCC1CCN(C(=O)c2cc(COc3ccc4c(c3)CCCC4)on2)C1 (stereo not drawn) | 2.0 | -15.6 | -13.1 | -2.2 | -3.7 | 18.4 | -27.7 | -2.9
COC(=O)N/N=C/C1=CCC2CC1C2(C)C (stereo not drawn) | 6.9 | 0.1 | 1.6 | 0.5 | -13.1 | -11.7 | -3.7 | -5.8
CC1CCN(S(=O)(=O)c2ccccc2)CC1 | 7.4 | -5.3 | 11.0 | 2.7 | -1.6 | -7.7 | 8.1 | 3.0
COc1ccc(Cc2nnc(NC(=O)c3cc(OC)c(OC)c(OC)c3)s2)cc1 | -3.1 | 1.9 | 2.9 | -6.5 | -20.7 | 22.5 | 11.7 | -3.3
O=C(NCCc1ccc(Cl)cc1)C1CCN(S(=O)(=O)N2CCC3(CC2)OCCO3)CC1 | 6.3 | 3.3 | -0.2 | -0.3 | 3.4 | -12.0 | -19.0 | -11.7
Cc1ccc(-c2noc(CSc3nnc(Cc4cccs4)n3-c3ccccc3)n2)cc1 | 3.3 | 7.5 | -7.5 | 1.7 | 9.5 | 28.0 | -1.8 | -0.2
O=C(Nn1cnnc1)c1cc(Br)ccc1Cl | 11.7 | 3.2 | -2.5 | 4.1 | -3.9 | -12.2 | -8.0 | -2.3

Some of the entries so far, with values under each structure.
Every second line gives: SENP8 block-1 | SENP7 block | SENP8 block-2 | SENP1 inh | PfG6PD inh | Apaf-1 inh | SENP6 inh | HKDC1 inhibitor
- CC(=O)Nc1ccc(NC(=O)c2cc(-c3ccc(C)c(C)c3O)n[nH]2)cc1
    1.9 | -9.8 | -10.9 | 0.4 | -6.6 | 4.2 | -13.8 | -6.4
- COc1ccccc1N(CC(=O)NC(C)(C)C)C(=O)C1CSC(=O)C1 (stereo not drawn)
    37.7 | 0.7 | -4.1 | 1.3 | 8.8 | -4.2 | -4.8 | -4.9
- O=C(c1ccc(-n2cccn2)cc1)N1CCN(c2ncccc2C(F)(F)F)CC1
    5.9 | 2.7 | -6.7 | -0.7 | -0.7 | 1.2 | -8.6 | 4.3
- CC(=O)Nc1ccc(NC(=O)C(C)OC(=O)C2CCCCC2)cc1 (stereo not drawn)
    10.7 | -1.8 | 1.2 | 0.1 | 2.0 | -7.7 | 2.0 | -9.0
